# MITF primary = blocks human microphthalmia-associated transcription factor. AlphaScreen MITF homodimerization, bead proximity signal. inhibition, % at 2.6 µM. 0.91% of 650,000 active. AID 1259374; in the data active = inhibition above about 50%;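 note: 0% = vehicle wells with protein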
# Target sequence (O75030 whole entry, looked up): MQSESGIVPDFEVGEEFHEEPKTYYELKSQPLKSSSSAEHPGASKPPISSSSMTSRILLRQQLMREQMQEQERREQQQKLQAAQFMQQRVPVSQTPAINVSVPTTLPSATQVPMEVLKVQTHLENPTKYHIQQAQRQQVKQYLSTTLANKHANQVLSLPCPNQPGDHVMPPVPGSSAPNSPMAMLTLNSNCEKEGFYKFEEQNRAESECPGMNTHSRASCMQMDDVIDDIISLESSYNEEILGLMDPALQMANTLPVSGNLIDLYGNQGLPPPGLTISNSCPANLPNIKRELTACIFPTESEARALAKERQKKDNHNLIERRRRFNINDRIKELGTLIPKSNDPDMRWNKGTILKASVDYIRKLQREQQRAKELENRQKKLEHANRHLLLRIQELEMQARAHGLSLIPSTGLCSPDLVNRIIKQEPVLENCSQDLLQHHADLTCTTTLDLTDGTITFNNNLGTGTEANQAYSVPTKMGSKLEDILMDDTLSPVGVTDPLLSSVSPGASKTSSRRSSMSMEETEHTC
# FBW7 activator = human FBW7 E3 ligase activation, primary screen; Q969H0; AlphaScreen FBW7–phospho-cyclin E peptide binding, activator screen; normalized activity (activation), % at 26.1 µM; 0.13% of 650,000 active; AID 1259310; in the data active = normalized activity above about 1.9%;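 note: purified mutant Fbw7 with reduced substrate affinity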
# TEAD-YAP block = TEAD-YAP interaction inhibition. HEK-TIYL cells, TEAD-Gal4/YAP UAS-luciferase luminescence. inhibition, % at 9.12 µM. 1.4% of 640,000 active. AID 1259422; in the data active = inhibition above about 32%;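 note: 0% = median of test compound wells and 100% = reference inhibitor wells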
# GPR151 ag = activators of human GPR151 | 1% of 650,000 active | activation, % at 11.2 µM | PathHunter beta-arrestin GPR151 cells, luminescence | Q8TDV0; in the data active = activation above about 4.9%;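 note: 0% = median of compound wells and 100% = cells with positive control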
# Target sequence (Q8TDV0 whole entry, looked up): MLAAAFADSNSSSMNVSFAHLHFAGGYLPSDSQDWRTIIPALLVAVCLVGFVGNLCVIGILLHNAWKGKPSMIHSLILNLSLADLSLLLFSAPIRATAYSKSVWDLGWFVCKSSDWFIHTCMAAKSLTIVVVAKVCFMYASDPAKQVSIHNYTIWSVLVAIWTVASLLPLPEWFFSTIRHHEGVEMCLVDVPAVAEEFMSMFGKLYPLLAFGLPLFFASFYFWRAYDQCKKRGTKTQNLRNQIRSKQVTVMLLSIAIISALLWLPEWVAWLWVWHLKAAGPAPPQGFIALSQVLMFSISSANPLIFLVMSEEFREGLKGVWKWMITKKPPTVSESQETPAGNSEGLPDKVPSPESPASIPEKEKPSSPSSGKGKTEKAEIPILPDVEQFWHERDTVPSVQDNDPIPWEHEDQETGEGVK
# An asterisk follows results filed as active.
# Start of the data: the first 2 entries (preview)
structure,MITF primary,FBW7 activator,TEAD-YAP block,GPR151 ag
COc1ccc(C(=O)COC(=O)CNC(=O)c2ccc(C)s2)c(OC)c1,21,0.1,-7,-0.9
O=C(Oc1ccccc1)c1ccc(NS(=O)(=O)c2cccc3cccnc23)cc1,1,-0.1,0,3.0

# The listing, from the start:
structure,MITF primary,FBW7 activator,TEAD-YAP block,GPR151 ag
COc1ccc(C(=O)COC(=O)CNC(=O)c2ccc(C)s2)c(OC)c1,21,0.1,-7,-0.9
O=C(Oc1ccccc1)c1ccc(NS(=O)(=O)c2cccc3cccnc23)cc1,1,-0.1,0,3.0
C/C(=N\NC(=O)COc1ccccc1C)c1ccccc1O,-42,-0.2,2,-0.9
Cc1ccc2nc(C)cc(Nc3ccc4c(c3)OCCO4)c2c1,-3,-0.1,18,-0.8
CCOC(=O)C(C#N)C(c1ccccc1OC)C1CCOC(C)(C)C1 (configuration not stated),1,0.1,8,-0.2
CC(=O)Oc1cccc(C2C3=C(CC(C)(C)CC3=O)Nc3ccccc3N2C(C)=O)c1 (configuration not stated),-1,-0.1,-2,0.9
CC(=O)c1cccc(NC(=O)Cn2nc(C)n3cccc3c2=O)c1,5,-0.1,13,-0.3
Cn1cc(-c2ccc3cnc(Nc4ccccc4)c(Cl)c3c2)cn1,9,1.3,6,-2.4
O=c1[nH]c(Nc2ccc(Cl)cc2)nnc1Cc1ccccc1,-1,0.0,4,-0.6
COc1cccc(OC)c1C(=O)Nc1nccs1,-4,0.0,15,-0.1
O=C(Oc1ccc2c(c1)oc(=O)c1ccccc12)C1CCCCC1,14,-0.9,9,-0.2
COc1cc(-c2cnc3[nH]c(=O)n(Cc4ccco4)c3n2)cc(OC)c1OC,-9,-0.5,-3,1.5
COc1ccccc1NC(=O)Cn1c(C)nc2ccc(NC(=O)c3ccccc3)cc2c1=O,6,-0.1,5,-0.7
Cc1cccnc1CNC(=O)CCc1nnc(CCCc2ccccc2)o1,6,-0.3,-10,0.8
Cc1ccc(CS(=O)(=O)Cc2ccc(C(=O)NCCCN3CC(C)CC(C)C3)o2)cc1 (configuration not stated),0,0.0,1,2.4
COc1ccc(C2OC(=O)C3(CCCCC3)C(=O)C2(C)C)cc1 (configuration not stated),10,0.0,4,-1.0
COc1ccc(CCN(Cc2nc3ccccc3c(=O)[nH]2)C(=O)c2ccco2)cc1,-5,0.0,2,-0.7
CC1CCCN(Cc2nc3c(c(=O)n(C)c(=O)n3C)n2Cc2ccccc2)C1 (configuration not stated),13,0.3,0,-0.8
CCOP(=O)(OCC)C(c1cc(C(C)(C)C)c(O)c(C(C)(C)C)c1)N(C)C (configuration not stated),8,0.2,10,-1.5
O=C(Nc1ccc(-c2csc(Nc3ccc(Cl)cc3)n2)cc1)c1ccccc1,4,-0.2,-10,0.0
CCOc1ccccc1/C=C1N=C(/C=C\c2cccc([N+](=O)[O-])c2)OC/1=O,9,0.7,0,-0.1
O=C(NC1CCCCCCC1)C1CCC(CNc2c(N3CCCCC3)c(=O)c2=O)CC1 (configuration not stated),1,0.0,8,-1.2
CCCc1cc(=O)oc2c(C)c(OCC(=O)c3ccc(F)cc3)ccc12,4,0.2,0,1.7
CCCCN(C)CCNS(=O)(=O)c1cccc2nsnc12,0,0.0,0,1.2
Fc1ccc(-c2c[n+]3c(n2-c2ccccc2)SCC3)cc1,-8,0.2,2,1.2
COc1ccc(S(=O)(=O)N2CCN(C(=O)c3ccc(Br)cc3)CC2)cc1,-3,-0.1,13,0.9
COCCNc1c2c(nc3cc(-c4ccc(Cl)cc4)nn13)CCC2,7,0.4,-21,-0.5
C=CCn1c(NCCCOCC)nc2c1c(=O)[nH]c(=O)n2C,8,-0.1,11,0.4
O=[N+]([O-])c1cc2c(cc1/C=N/Nc1cccc3cccnc13)OCO2,9,-0.1,13,-0.9
O=C(/C=C/c1ccc(Br)cc1)Nn1c(-c2ccc(Cl)cc2)nc2ccccc2c1=O,3,-0.1,10,0.8

# Only GPR151 ag, FBW7 activator and MITF primary, for 4 of the compounds above:
smiles	GPR151 ag	FBW7 activator	MITF primary
Fc1ccc(-c2c[n+]3c(n2-c2ccccc2)SCC3)cc1	1.2	0.2	-8
O=C(NC1CCCCCCC1)C1CCC(CNc2c(N3CCCCC3)c(=O)c2=O)CC1 (configuration not stated)	-1.2	0.0	1
COc1ccc(S(=O)(=O)N2CCN(C(=O)c3ccc(Br)cc3)CC2)cc1	0.9	-0.1	-3
COCCNc1c2c(nc3cc(-c4ccc(Cl)cc4)nn13)CCC2	-0.5	0.4	7

# The results go on:
structure,MITF primary,FBW7 activator,TEAD-YAP block,GPR151 ag
O=C(Cn1ncc2ccc(Cl)cc21)NCc1ccc(F)cc1,1,-0.1,-13,1.0
CC(C)CC1c2[nH]c3ccccc3c2CCN1C(=O)c1cnc2ccccn2c1=O (configuration not stated),-4,0.1,-5,2.5
COc1ccccc1NC(=S)N(Cc1ccc(C)cc1)Cc1ccco1,-1,-0.2,5,1.7
COc1ccc(/C=C2\SC(=S)N(c3ccc(C(=O)O)c(O)c3)C2=O)cc1OC,3,0.3,0,-2.6
COc1ccc(S(=O)(=O)N2CCC(NC(=O)c3ccccc3C)CC2)cc1,16,0.1,-6,-0.5
C=CCOc1c(Cl)cc(C=C2C(=O)NC(=S)NC2=O)cc1OC,-11,0.0,3,-1.4
CCn1c(C(=O)O)c(CNCCc2ccccc2)c2ccccc21,7,0.7,16,-0.2
CCOc1ccc(-c2nnc(SCC(=O)NC3CCCC3)nc2-c2ccc(OCC)c(OC)c2)cc1OC,-4,-0.4,-7,1.4
CCCCCCCNC(=O)CC(C(=O)N1CCc2ccccc21)n1ccnc1 (configuration not stated),1,-0.2,6,0.1
O=C1c2ccccc2C(O)N1Cc1ccccc1 (configuration not stated),4,0.1,8,0.5
COc1ccc(NC(=O)C(C)NS(=O)(=O)c2ccc(C)cc2)cc1 (configuration not stated),4,0.0,-7,0.1
O=S(=O)(c1ccc(F)cc1)N1CCN(Cc2ccncc2)CC1,73*,-0.5,0,-0.5
COCCn1c(C)cc(C(=O)CSc2nnc(Nc3ccccc3)s2)c1C,3,0.0,-17,0.0
COCCNC(=O)C(=O)Nc1ccc(Br)cc1F,-5,0.1,-39,0.0
O=c1[nH]c(Nc2nc3ccccc3[nH]2)nc2cc(Cl)ccc12,-3,-0.2,4,2.0
CCCCN(CC)S(=O)(=O)c1ccc(F)c(C(=O)Nc2cc(Cl)cc(Cl)c2)c1,-7,-0.1,7,-0.2
Cc1cc(C)nc(Nc2nc(-c3ccccc3)c(CC(=O)O)s2)n1,4,0.7,-2,-0.5
COc1cccc(C(=O)NNC(=O)C(=O)Nc2cccc(Cl)c2C)c1,0,0.0,-2,1.0
Oc1cccc(-c2cnc3ccc(NCC4CC4)nn23)c1,2,-0.4,-10,-1.0
Cc1ccccc1NCN1C(=O)C2C3C=CC(C3)C2C1=O (configuration not stated),-2,-0.1,8,0.4
Cc1onc(-c2c(Cl)cccc2Cl)c1C(=O)N(C)c1ccccc1,-17,0.0,-5,-1.1
CC(=O)Nc1ccc(Nc2c3c(c(C#N)c4nc5ccccc5n24)CCC3)cc1,-12,0.0,11,0.1
Cc1ccc(C(=O)/C(=C\c2cccs2)c2nc3ccccc3o2)cc1,-4,-0.5,73*,0.8
Fc1ccc(NC(=S)Nc2ccccc2N2CCOCC2)cc1,9,0.1,1,1.1
COc1ccc(-c2c(C)nn3c(NCCCN(C)C)cc(C)nc23)cc1,20,3.4*,1,0.5
CNC(=O)c1c(NC(=O)c2ccc(OC)c(OC)c2)sc2c1CCCC2,-3,-0.2,-5,1.6
COc1ccc(-c2nc(Nc3ccc(N4CCOCC4)cc3)c3cc(OC)c(OC)cc3n2)cn1,6,0.2,-6,-0.6
Cc1cccc(C)c1NC(=O)CSc1nnc(C2CC2)n1N,0,0.2,-4,-1.1
CC1CN(C)CCC1CCc1ccc(NC(=O)c2cccnc2)cc1 (configuration not stated),-18,-0.1,-11,-0.8
CCOc1cccc(C2Nc3ccccc3NC3=C2C(=O)CC(c2ccc(OC)c(OC)c2)C3)c1 (configuration not stated),-10,-0.2,12,0.4
COc1cccc(N=Cc2c(O)n(-c3cc(OC)ccc3OC)c(=O)[nH]c2=O)c1,-1,0.0,-10,-0.1
COc1ccc(Cl)cc1NCc1c(CO)cnc(C)c1O,2,0.0,-5,-1.1
CCC(C)(C)n1nnnc1CN(Cc1cc2cc(C)ccc2[nH]c1=O)CC1CCCO1 (configuration not stated),8,0.0,5,0.1
COCCNC(=O)/C(C#N)=C/c1ccc(-c2ccc(C(=O)O)cc2)o1,20,-0.1,-1,-0.2
C=C(C)CN(CC)C(=O)CCc1nnc(C2CCCCC2)o1,10,0.1,-13,0.0
CCOc1ccc2nc(-c3ccccc3)c(-c3ccccc3)nc2c1,-4,-0.1,-1,1.5
CC1(C)NC(=O)N(CC(=O)Nc2ccc(Br)cc2)C1=O,19,0.4,11,0.5
CCCNC(=O)c1ccc2c(c1)ncn2-c1cc(C)ccc1OC,-22,-0.1,0,2.6
COC(=O)c1ccccc1NC(=O)NN1CCN(C)CC1,-6,0.0,-6,1.2
O=C(CSc1cccc[n+]1[O-])Nc1cc(Cl)ccc1[N+](=O)[O-],1,-0.1,-10,0.4

# One compound at a time, from the list above. Values in the order: MITF primary	FBW7 activator	TEAD-YAP block	GPR151 ag
# `CCCc1cc(=O)oc2c(C)c(OCC(=O)c3ccc(F)cc3)ccc12` across the screens: 4	0.2	0	1.7
# `CCCNC(=O)c1ccc2c(c1)ncn2-c1cc(C)ccc1OC` across the screens: -22	-0.1	0	2.6
# `COc1ccc(-c2c(C)nn3c(NCCCN(C)C)cc(C)nc23)cc1` across the screens: 20	3.4*	1	0.5
# `Cc1ccccc1NCN1C(=O)C2C3C=CC(C3)C2C1=O` (configuration not stated) across the screens: -2	-0.1	8	0.4
# `CC1CCCN(Cc2nc3c(c(=O)n(C)c(=O)n3C)n2Cc2ccccc2)C1` (configuration not stated) across the screens: 13	0.3	0	-0.8

# Later entries:
structure,MITF primary,FBW7 activator,TEAD-YAP block,GPR151 ag
CC(=O)c1ccc(OC(=O)c2cn(-c3ccccc3)nc2-c2ccccc2)cc1,2,0.1,-7,1.0
COc1cc2nc(NC(=O)CCc3ccccc3)sc2cc1OC,6,0.1,6,-0.3
COC(=O)c1cc(NC(=O)CCc2c(C)nc3ncnn3c2C)cc(C(=O)OC)c1,-17,0.0,-11,0.0
CN(C)C(=O)c1ccc(N2C(=O)c3ccccc3C2=O)cc1,4,-0.2,2,-1.3
COc1cc2c(cc1OC)C(c1cc3cccc(C)c3[nH]c1=O)NCC2 (configuration not stated),1,-0.3,-6,0.3
COc1ccc(C2=NN(C(=O)c3ccccc3)C(c3cc4ccc(OC)cc4nc3Cl)C2)cc1 (configuration not stated),-2,0.0,-2,0.9
CC(C)CCNC(=O)C1CC(=O)N(CCc2ccccc2)C1 (configuration not stated),4,0.1,11,0.9
Cc1nc(N)sc1C(=O)N/N=C/c1c[nH]c2ccccc12,-7,0.0,-31,-1.2
CCc1ccc(OCC(=O)Nc2cccc(N(C)C)c2)cc1,-3,-0.1,12,0.5
CNC(=O)c1ccc(-c2ccccc2OC)nc1N(C)C,11,-0.3,-12,-0.5
CC(=O)c1ccc(-n2nnnc2SCC(=O)N(C(C)C)C(C)C)cc1,7,-0.6,4,-0.7
COc1ccc(OC)c(NC(=O)CN(c2ccccc2C)S(C)(=O)=O)c1,11,0.3,-10,-1.0
ClC(Cl)(c1nnnn1-c1ccccc1)c1nnnn1-c1ccccc1,1,0.6,4,1.0
COC(=O)CSC1=C(C#N)C(c2ccco2)C(C(=O)Nc2ccc(Cl)cc2)=C(C)N1 (configuration not stated),7,-0.1,3,0.0
CSCCNC(=O)c1cnc2ccccn12,11,0.0,0,-0.6
CN1C(=O)C(=Cc2ccc(OCCN(C)c3cnccn3)cc2)C(=O)N(C)C1=O,-7,-0.1,0,-1.0
CC1=C(C(=O)OCCc2ccccc2)C(c2ccc([N+](=O)[O-])cc2)C2=C(CC(c3ccccc3)CC2=O)N1 (configuration not stated),-5,0.4,-2,1.4
CC(=O)c1ccc(C(C)(C)C)cc1NC(=O)c1cccs1,8,0.0,1,0.2
CCOC(=O)c1ccc(NC(=O)c2ccc(I)cc2)cc1,-13,0.1,-5,-0.1
c1ccc2c(c1)nc(NCc1ccncc1)c1nncn12,8,0.0,-11,0.5
COCCNC(=S)NC(=O)c1ccc(C(C)(C)C)cc1,-1,0.0,-6,0.2
Cc1cc(C)c(CO)cc1/C=N/Nc1ccc([N+](=O)[O-])cc1,-7,-0.2,-13,-0.1
N#Cc1c[nH]c(=S)c2c1CCCC2,-6,-0.1,4,-0.1
O=C(NCc1ccc2c(c1)OCO2)c1cc(-c2ccncc2)nc2ccccc12,0,-0.1,5,1.2
O=C1NC(=O)C(CCCc2ccccc2)(C2CCN(C(=O)c3ccc(F)c(F)c3)CC2)N1 (configuration not stated),-2,0.0,-6,0.2
CN(C)S(=O)(=O)c1ccc(C(=O)Nc2nc(-c3ccc(Br)s3)cs2)cc1,12,0.0,19,0.8
CN(Cc1ccccc1)c1nc(-c2ccccc2)cs1,-3,0.0,-14,-0.9
CC(=O)C1=C(O)C(=O)N(c2ccc(O)cc2)C1c1ccccc1[N+](=O)[O-] (configuration not stated),-18,-0.3,-3,-0.5
COc1ccc(-c2cc(C(=O)Nc3cc(C(F)(F)F)ccc3Cl)c3ccccc3n2)cc1OC,-3,-0.1,-11,1.4
